# TNF death inh: inhibitors of TNF-alpha triggered necroptosis, primary screen, cell-based, Jurkat FADD-/-, single concentration | Jurkat FADD-/- TNF necroptosis rescue, ATP luminescence, 24 h; 0 = TNF only, 100 = no-TNF cells | activation (protection from cell death), % at 10 µM | 220,000 compounds, 0.068% hits | AID 463075, 2010;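 active means activation, meaning protection from cell death, of at least 50% relative to plate controls; inactive means activation below 50%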;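 further: necroptosis triggered by 40 ng/mL TNF-alpha added together with compound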
# hK5 inh: human KLK5 protease inhibitors, primary screen, biochemical, 1536-well; Kallikrein-5 (Homo sapiens), Q9Y337; recombinant hK5, fluorogenic AMC substrate cleavage; inhibition, % at 5 µM; 210,000 compounds, 0.59% hits; AID 873, 2007;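 active means inhibition of 40% or more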;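 further: 0% = enzyme controls without compound and 100% = no-enzyme blanks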
# thrombin 1536: human alpha-thrombin inhibitors, primary screen, counter-screen for coagulation protease inhibitor project, biochemical, 1536-well, fluorogenic AMC substrate; inhibition, % at 5 µM; 220,000 compounds, 0.26% hits; Boc-VPR-AMC fluorogenic substrate cleavage;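 active means inhibition at or above 40%; inactive means inhibition below 40%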;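 further: 0% = enzyme with no compound and 100% = wells without enzyme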
#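 Assay system: human alpha-thrombin enzyme. Reagent: Boc-VPR-AMC substrate, 15 µM final. Compound dosing: one concentration per compound, 5 µM, with 0.2% DMSO. Incubation: room-temperature reaction. Technique: AMC fluorescence, 355/460 nm. Measure: % inhibition relative to enzyme controls and enzyme-free blanks.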
# Rad51 HR inh: human RAD51 strand exchange inhibitors, primary screen, biochemical, fluorescence. hRad51 DNA strand exchange, fluorescence dequenching. inhibition, % at 10 µM. 200,000 compounds, 0.085% hits. AID 1385, 2008;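 active means inhibition above 40% at the single screening dose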;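 further: 0% = DMSO control wells and 100% = blanks with heterologous ssDNA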
#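 System: hRad51 filaments on single-stranded DNA; reagent: Fluorescein- and BHQ1-tagged 47-mer duplex; compound dosing: one concentration, 10 µM final; timing: filaments 15 min 37 °C, then compound 30 min; measured by: fluorescein emission 520 nm, excitation 485 nm; benchmarks: per-plate controls and blanks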
# Cl transport mod: KCC2 cotransporter modulators, thallium flux, primary screen, cell-based, HEK293 KCC2, FluoZin-2 fluorescence, MLSMR | 190,000 compounds, 2.2% hits | KCC2 cells, thallium flux FluoZin-2 fluorescence | AID 1456, 2008 | B-score of Tl+ flux slope (higher = more flux/activation; lower = inhibition) at 10 µM | Solute carrier family 12 member 5 (Homo sapiens), Q9H2X9;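 active means thallium flux slope and its plate-corrected score both differing from the plate sample mean at a set confidence after two filtering rounds, in either direction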;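 further: slope of fluorescence scaled to starting intensity during 10 to 20 s after thallium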
# Target sequence (Q9H2X9 whole entry, looked up): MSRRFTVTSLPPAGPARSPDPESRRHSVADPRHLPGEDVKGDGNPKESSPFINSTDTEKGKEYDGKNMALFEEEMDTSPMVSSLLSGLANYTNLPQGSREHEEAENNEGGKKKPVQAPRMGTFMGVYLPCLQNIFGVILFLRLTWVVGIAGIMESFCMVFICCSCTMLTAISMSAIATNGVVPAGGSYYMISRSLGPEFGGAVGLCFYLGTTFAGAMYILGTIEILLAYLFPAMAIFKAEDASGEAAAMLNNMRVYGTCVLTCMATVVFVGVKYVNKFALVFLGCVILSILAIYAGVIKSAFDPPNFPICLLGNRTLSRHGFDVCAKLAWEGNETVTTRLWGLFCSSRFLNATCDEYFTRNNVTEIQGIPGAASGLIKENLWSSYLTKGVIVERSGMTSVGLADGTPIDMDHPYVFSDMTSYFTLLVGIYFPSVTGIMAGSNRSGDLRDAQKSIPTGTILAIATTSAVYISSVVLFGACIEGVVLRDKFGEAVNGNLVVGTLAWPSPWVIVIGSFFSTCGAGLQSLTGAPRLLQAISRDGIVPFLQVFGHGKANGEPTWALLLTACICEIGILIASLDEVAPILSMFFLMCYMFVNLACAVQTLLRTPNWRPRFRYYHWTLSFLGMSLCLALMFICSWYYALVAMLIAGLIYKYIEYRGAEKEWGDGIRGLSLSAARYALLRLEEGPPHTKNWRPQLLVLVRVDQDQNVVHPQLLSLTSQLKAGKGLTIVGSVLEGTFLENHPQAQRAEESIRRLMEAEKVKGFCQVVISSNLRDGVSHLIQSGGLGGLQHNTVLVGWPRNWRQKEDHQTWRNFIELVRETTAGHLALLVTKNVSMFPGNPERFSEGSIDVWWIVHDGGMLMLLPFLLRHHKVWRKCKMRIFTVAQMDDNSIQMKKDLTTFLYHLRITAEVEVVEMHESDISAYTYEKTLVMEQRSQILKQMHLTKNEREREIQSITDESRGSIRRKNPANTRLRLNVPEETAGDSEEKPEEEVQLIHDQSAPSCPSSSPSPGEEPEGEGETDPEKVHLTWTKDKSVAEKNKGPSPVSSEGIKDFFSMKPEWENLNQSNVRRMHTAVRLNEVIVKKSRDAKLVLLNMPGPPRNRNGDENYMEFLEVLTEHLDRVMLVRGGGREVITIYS
# FXIa inh: human FXIa protease inhibitors, primary screen, biochemical, 1536-well | Coagulation factor XI (Homo sapiens), P03951 | purified FXIa, Boc-Glu-Ala-Arg-AMC fluorogenic substrate | inhibition, % at 5 µM | 220,000 compounds, 0.14% hits;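 active means inhibition of at least 40%; inactive means inhibition below 40%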;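 further: fluorescence of freed AMC excited at 355 nm; 0% = enzyme without compound and 100% = no enzyme blank; many of its hits are not listed in these tables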
# Hck Nef HTS: inhibitors of Nef-activated human Hck kinase, primary screen, biochemical, Z-Lyte FRET, 384-well, Hck-YEEI. 220,000 compounds, 0.68% hits. Tyrosine-protein kinase HCK (Homo sapiens), P08631. Recombinant Hck-YEEI plus Nef, Z-Lyte FRET kinase assay. inhibition, % at 20 µM;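 active means Hck-Nef kinase inhibition above about 50%, limit read from the data; inactive means inhibition below that limit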;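 further: 0% = DMSO with Hck plus Nef and 100% = Hck alone without Nef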
# FXIIa inh 1536: human FXIIa protease inhibitors, primary screen, biochemical, 1536-well; inhibition, % at 5 µM; 220,000 compounds, 0.3% hits; AID 800, 2007; purified FXIIa, Boc-QGR-AMC fluorogenic substrate, 2 h; in the data active means inhibition above about 40%;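 further: 0% = enzyme with no compound and 100% = blank without enzyme; many of its hits are not listed in these tables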
# L929 necroptosis: inhibitors of zVAD-triggered necroptosis, primary screen, L929 cells; L929 zVAD necroptosis rescue, ATP luminescence, 24 h; with zVAD 60 µM; viability rescue, % at 10 µM; 220,000 compounds, 0.38% hits; AID 1377, 2008;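 active means activation, scaled between plate controls, above about 75%, limit read from the data; inactive means activation under that limit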;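 further: 0% = zVAD with DMSO and 100% = DMSO alone without zVAD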
# The depositor's hits bear a star; nt = not tested or not shown. Some of the compounds tested, so the mix of outcomes need not match the whole.
SMILES,TNF death inh,hK5 inh,thrombin 1536,Rad51 HR inh,Cl transport mod,FXIa inh,Hck Nef HTS,FXIIa inh 1536,L929 necroptosis
Nc1nonc1-c1noc(CCCCCN2C(=O)c3ccccc3C2=O)n1,-1.0,10,-4,-9,-1.9,-5,-1,3,-0.5
O=C(COC(=O)c1ccccc1)NCc1ccco1,-4.6,-7,-4,-3,nt,1,3,-1,-0.3
Cc1ccc(C(=O)N(Cc2cccnc2)Cc2cc3cc(C)ccc3n3nnnc23)cc1,-0.7,1,1,-10,0.15,-1,24,8,-1.8
CCN(CC)c1ccc(N=Cc2ccc([N+](=O)[O-])o2)cc1,-5.2,24,27,-9,-1.1,16,2,17,0.4
CCCCNS(=O)(=O)C1CCS(=O)(=O)C1 (stereo not drawn),2.2,-8,-5,8,-0.69,-8,-1,10,0.7
O=C1O/C(=C/c2ccccc2)c2ccccc21,1.8,3,-1,5,-0.061,6,4,9,2.1
COc1ccccc1NNC(=O)c1cc(C(C)(C)C)nn1Cc1ccccc1,-4.1,2,2,19,0.54,5,10,9,0.3
COC(=O)c1cnc(Nc2ccc(Cl)cc2)c([N+](=O)[O-])c1,-0.7,-1,0,3,0.28,2,13,9,1.1
CCCCn1c(NC(C)CC)nc2c1c(=O)[nH]c(=O)n2C (stereo not drawn),0.5,-21,2,7,nt,2,2,17,3.3
COC(=O)Cc1ccc(N(Cc2ccccc2F)S(=O)(=O)c2ccc(C)cc2)cc1,3.0,-2,2,nt,-0.54,13,-11,17,nt
COc1ccc(NC(=O)CCN2CCCCCC2)cc1,1.0,-11,0,nt,0.81,-3,-7,8,-0.6
Cn1nnnc1SCc1nnc(-c2ccc(F)cc2)o1,0.9,2,-5,8,1.2,-21,-1,-3,-1.4
COc1cc(C(=O)c2ccccc2Cl)c([N+](=O)[O-])cc1OC,0.8,-19,2,16,-1.6,-4,0,-3,-0.5
COc1cc(/C=C/C(=O)NC(C)(C)C)ccc1OCc1ccccc1,2.6,-16,-1,2,-1.5,8,4,6,0.3
CCOc1ccc(C(=O)/C=C/Nc2ccc(S(=O)(=O)N=C(N)N)cc2)cc1,0.8,1,-3,3,0.58,12,1,11,1.1
COc1cccc(/C=N/NC(=O)CSc2nnc(C)n2-c2ccccc2)c1O,-12,-141,2,nt,-1.7,11,0,2,0.8
CS(=O)(=O)/C(C#N)=C/c1c(-c2ccccc2)nc2n1CCS2,-0.7,0,-5,2,0.84,2,24,6,0.7
CSCCCNC(=S)Nc1ccc(N2CCOCC2)cc1,0.0,7,-5,1,1.1,0,22,12,2.3
CCN(CC(=O)Nc1cc(Cl)ccc1OC)CC(=O)NC1CCS(=O)(=O)C1 (stereo not drawn),2.1,-2,-2,24,nt,-1,18,9,-0.3
Cc1ccc(C(C)C)c(OCC(=O)N2CCOCC2)c1,-0.7,6,-8,-2,0.72,-2,-15,0,-0.1

# Molecules above with a tert-butyl group:
SMILES,TNF death inh,hK5 inh,thrombin 1536,Rad51 HR inh,Cl transport mod,FXIa inh,Hck Nef HTS,FXIIa inh 1536,L929 necroptosis
COc1ccccc1NNC(=O)c1cc(C(C)(C)C)nn1Cc1ccccc1,-4.1,2,2,19,0.54,5,10,9,0.3
COc1cc(/C=C/C(=O)NC(C)(C)C)ccc1OCc1ccccc1,2.6,-16,-1,2,-1.5,8,4,6,0.3

# Carrying on.
SMILES,TNF death inh,hK5 inh,thrombin 1536,Rad51 HR inh,Cl transport mod,FXIa inh,Hck Nef HTS,FXIIa inh 1536,L929 necroptosis
CCN(CC)CCNc1ncnc2c1sc1nc(N3CCOCC3)c3c(c12)CC(C)(C)SC3,-9.4,-12,-1,7,0.049,-5,0,7,4.3
Cc1ccc(SCCNC(=O)/C=C/c2ccc([N+](=O)[O-])cc2)cc1,0.8,-22,-8,-2,-2.8,-16,-3,-1,-0.3
COCCn1c(SCC(=O)Nc2nnc(C)s2)nnc1-c1ccco1,-0.4,-3,-10,-7,0.1,-4,23,7,1.1
Cc1nc(CCNC(=O)CC2C(=O)NCCN2Cc2ccc(F)cc2)sc1C (stereo not drawn),0.8,nt,-5,nt,0.34,-2,1,3,0.1
O=C(Nc1ccc2c(c1)OCO2)C(c1ccccc1)N1CCC2(CC1)OCCO2 (stereo not drawn),-1.2,-9,-2,7,-0.23,-16,0,-9,0.2
CN=C1SC(CC(=O)Nc2cccc(C(F)(F)F)c2)C(=O)N1C (stereo not drawn),-1.2,4,-3,0,-0.7,-5,-4,-12,-0.5
O=C(Nn1c(C2CCCCC2)nc2ccccc2c1=O)c1ccc([N+](=O)[O-])cc1Cl,2.1,-8,-3,9,0.53,12,7,14,1.4
Cn1cc(CCC(=O)N2CCCC(CCC(=O)NCc3ccc(F)c(F)c3)C2)cn1 (stereo not drawn),0.9,18,1,nt,nt,3,6,8,-0.1
O=C(c1cc([N+](=O)[O-])ccc1Cl)N1c2ccccc2Sc2ccccc21,1.1,-14,-1,8,-0.38,11,1,12,0.1
O=C(Nc1cccc(Cl)c1)C1CCCN(S(=O)(=O)c2cnc[nH]2)C1 (stereo not drawn),2.1,-8,1,-5,nt,5,1,14,4.7
CCOC(=O)C1=C(C)S/C(=C\N(C)C)C1=O,-2.3,-16,-1,16,-0.046,8,4,16,0.3
COC(=O)[C@@H]1C[C@@]2(O)[C@@H](O)[C@@H](O)[C@@H](O)C[C@H]2N1Cc1cc(OC)cc(OC)c1,2.3,0,-1,0,1.1,-1,18,4,-0.4
O=S(=O)(c1ccc(-c2nnc(SCc3nnc(-c4ccccc4)o3)o2)cc1)N1CCCC1,-0.8,15,-3,-1,nt,2,8,9,0.2
O=C(Nn1cnc2ccccc2c1=O)c1ccc([N+](=O)[O-])cc1Cl,-1.3,-9,7,-1,1.1,-2,26,5,3.9
COc1cccc(Nc2nc(-c3sc(NC(=O)c4ccco4)nc3C)cs2)c1,-9.7,-20,1,-2,0.93,2,1,11,6.8
CNc1ccc(Br)cc(C(=O)/C=C/c2cccc(OC)c2OC)c1=O,-9.8,-6,0,-16,-0.2,7,0,15,0.7
COc1ccc(-c2occ(C(=O)O)c2C(=O)O)cc1,0.1,-10,-4,5,-0.09,-8,1,10,0.1
CC(C)=C1C2CCC1C1C(=O)N(c3ccc(C)c(C)c3)C(=O)C21 (stereo not drawn),2.3,-12,-9,10,-0.028,-1,0,2,0.7
Cc1nccc(-c2ccc3c(c2)OCO3)n1,-1.2,2,-4,1,0.47,-3,-4,8,2.2
CCn1c(SCC(=O)N2c3ccccc3CC2C)nnc1-c1ccco1 (stereo not drawn),0.8,nt,nt,4,-0.28,nt,11,nt,-1.1
COC(C[C@H](O)C[C@@H](O)[C@H](C)OCc1ccccc1)OC,1.5,17,-3,-1,-0.7,26,8,46*,0.4
Cc1cccnc1NC(=O)c1ccccc1NC(=O)C(C)(C)C,-0.4,-4,5,7,0.039,6,4,13,-0.4
O=C(CSc1nc2ccccc2c(=O)n1NC(=O)Cc1ccccc1)NCc1ccco1,1.2,-3,-5,-6,-0.0011,4,1,11,0.0
O=C(Nc1cccnc1Cl)C1c2ccccc2Oc2ccccc21,-3.2,2,-4,-8,0.043,0,0,1,-0.5
COc1ccccc1C(=O)NCCn1cc(SCC(=O)Nc2nnc(C)s2)c2ccccc21,-1.1,-2,-4,7,nt,-1,1,4,-0.3
O=c1cc2c(nn1Cc1ccccc1)-c1ccccc1CC2,-0.6,-5,-7,-20,-0.94,5,21,12,-0.9
Cc1cccc(-c2noc(Cc3ccccc3)n2)c1,1.5,-3,4,-2,0.28,3,-2,7,-0.4
COc1ccc(C2C(C(C)=O)=C(Nc3ccccc3)CC(C)(O)C2C(C)=O)cc1OC (stereo not drawn),-1.1,-7,-8,6,0.88,2,10,13,-1.0
CS(=O)c1ccccc1O (stereo not drawn),-0.2,3,-4,12,0.1,-1,4,3,1.8
O=C(C1CCN(S(=O)(=O)c2cccc3cccnc23)CC1)N1CC=C(c2ccccc2)CC1,-7.5,-12,-3,nt,-2,-1,1,8,0.0
CN1N=C(C(C)(C)C)CSC1=Nc1ccccc1,0.7,0,-3,nt,-0.32,-2,9,11,0.8
Cc1cccc(NC(=O)CSc2nc(C)c(CC(=O)c3ccc(Br)cc3)c(C)c2C#N)c1C,-6.1,-7,-2,-10,-1.3,7,16,16,0.4
O=C(Cc1cccc2ccccc12)NNC(=O)Nc1cccc(Cl)c1,-3.8,4,4,-2,-0.98,0,0,-2,0.6
Cc1cccc(NC(=S)N2CCCC(c3nc4ccccc4[nH]3)C2)c1 (stereo not drawn),2.3,-9,2,1,-0.48,-2,-14,1,0.3
COc1ccc(C(=O)Nc2ccc(Cc3ccncc3)cc2)cc1Br,-0.7,1,6,16,-1.9,-1,3,10,-0.1
O=C(COC(=O)C1CCCN1C(=O)c1cccs1)Nc1ccc2c(c1)OCO2 (stereo not drawn),-0.9,-7,0,-6,nt,6,2,20,0.9
O=c1c2[nH]c3ccc(Cl)cc3c2ncn1CCN1CCCCC1,-2.6,-13,1,-10,nt,5,1,16,0.2
CCCCNC(=O)COC(=O)c1ccccc1F,0.6,-3,-9,-3,0.014,-9,25,-3,-0.6
COC(=O)c1c(C)oc2ccc(N(C(=O)c3ccncc3)S(=O)(=O)c3ccc(C)cc3C)cc12,-12,-8,-1,17,-1,7,1,9,0.3
COc1cc(OC)cc(N(C(=O)C2COc3ccccc3O2)C(C(=O)NC2CCCCC2)c2ccc(O)cc2)c1 (stereo not drawn),0.6,-4,-5,4,0.55,3,0,13,-0.7
O=C(CCN1C(=O)c2ccccc2C1=O)Oc1ccc2ccccc2c1,-0.7,9,0,4,0.44,0,-2,9,0.0
CCc1cc2c(=O)c(-c3nc(C)cs3)coc2cc1OC(C)C(=O)NCCO (stereo not drawn),0.6,-9,-4,4,-0.047,10,7,14,1.1
Cc1cc(C)cc(Oc2ccc(-c3nnc(-c4ccccc4)o3)cc2[N+](=O)[O-])c1,1.6,-5,-4,-2,-0.012,6,2,8,0.8
COCCn1c(SCC(=O)N2CCCC2)nnc1C(C)C,-3.2,6,1,-2,0.77,-2,-2,11,-0.3
CCCNC(=O)c1cc(OC)c(OC)cc1[N+](=O)[O-],-2.7,-18,3,-4,nt,16,1,13,-0.2
Clc1ccc(-n2nnnc2Sc2ncnc3sccc23)cc1,-13,nt,nt,7,-0.12,nt,0,nt,0.2

# From PubChem BioAssay
